# KDM5B inh: inhibitors of human KDM5B histone demethylase; Q9UGL1; KDM5B demethylase, FDH-coupled NADH fluorescence (FDH is formaldehyde dehydrogenase); Potency, µM (highest dose often 57.7 µM), without a hit: at the top dose activity change, negative = inhibition, actives largely listed as inhibitors; 2.6% of 220,000 active; AID 1347165; active = well fitted inhibition curve with a large enough effect; inconclusive = small, poorly fitted or top-dose-only effect; inactive = no such curve, though single readings can be large or run the other way; note: 0% is about no effect; nearly all actives have a fitted effect of over 70% in size
#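 Measured: NADH fluorescence change, 30 min, RT. System: KDM5BΔAP 200 nM final, H3K4me3 peptide, α-KG, Fe(II), ascorbate, NAD⁺ plus FDH, pH 7.5 HEPES. Compounds: titrated, 10 min pre-incubation with enzyme.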
# Numbers without * were called inactive; ? = inconclusive; & = joins results of further samples; [ ] = remark or other dose. Potency is the fitted concentration of half-maximal effect. Not all compounds are listed; count on the stated rates, not on these rows.
# Sample of the layout:
> COCc1cn(C[C@H]2C[C@@H]3CCN2C[C@@H]3C(=O)NCc2ccco2)nn1
  KDM5B inh: 1%[86.2 µM]

> Cc1ccc(OCC(=O)N2CCN(Cc3ccc(=O)n(C)c3)CC2)cc1
  KDM5B inh: -13%

# This part in full (from the top)
> COCc1cn(C[C@H]2C[C@@H]3CCN2C[C@@H]3C(=O)NCc2ccco2)nn1
  KDM5B inh: 1%[86.2 µM]

> Cc1ccc(OCC(=O)N2CCN(Cc3ccc(=O)n(C)c3)CC2)cc1
  KDM5B inh: -13%

> N#Cc1ccc(C(=O)N2C[C@@H]3C[C@H](C2)c2c(-c4ccccc4F)ccc(=O)n2C3)cc1
  KDM5B inh: ?

> CC1CN(c2ccc([N+](=O)[O-])c(N3CCCCC3)c2)CCN1 (configuration not stated)
  KDM5B inh: 5%

> Cc1cnc(N2CC3CCC(C2)N3CC(F)(F)F)c([N+](=O)[O-])c1
  KDM5B inh: -7%[149 µM]

> COCCOc1ccc2c(n1)CCNC2
  KDM5B inh: -25%

> COc1ccc(-c2cn(C[C@H]3CC4CCN3C[C@@H]4C(=O)NC3CCCCC3)nn2)cc1 (some centres not stated)
  KDM5B inh: 6%[86.2 µM]

> CC(=O)N1C2CCC1CN(Cc1cccnc1)C2
  KDM5B inh: 26%[149 µM]

> CN1C(=O)[C@H]2CN(Cc3ccsc3)C[C@H]2C1=O
  KDM5B inh: -21%

> CC(Cl)C(=O)NC1CCCCC1 (configuration not stated)
  KDM5B inh: 27%

> O=C1CO[C@H]2CN(Cc3ccccc3)C[C@H]2N1Cc1ccccn1
  KDM5B inh: -6%[86.2 µM]

> COCC1CN(C(=O)N(C)C)CC12CCNCC2 (configuration not stated)
  KDM5B inh: -22%

> Cc1ccc(-n2c(O)c(/C=N/Nc3ccccc3)c(=O)[nH]c2=O)cc1C
  KDM5B inh: 4%

> FC(F)(F)CN1C2CCC1CN(c1cnc3ccccc3c1)C2
  KDM5B inh: 100µM*

> Cc1ncc2c(n1)C[C@@H]1CC[C@H]2N1S(=O)(=O)c1ccc2c(c1)OCCO2
  KDM5B inh: -6%

> Cc1ccsc1C(=O)C1CCCN(Cc2cccc(F)c2)C1 (configuration not stated)
  KDM5B inh: -8%

> Cc1cccc(CN2C[C@@H]3C[C@H]2C(=O)N(C)c2ccccc2O3)n1
  KDM5B inh: ?

> COc1ccc2c(c1O)[C@]13CCN(C)[C@H](C2)[C@@H]1CCC(=O)C3
  KDM5B inh: 39%

> O=C(Nc1ccc([N+](=O)[O-])c(C(F)(F)F)c1)C12CC3CC(CC(C3)C1)C2
  KDM5B inh: -16%

> Cc1ccc(-n2nc(C)c3c2NC(=O)CSC3c2ccc(F)cc2)cc1Cl (configuration not stated)
  KDM5B inh: -29%

> Cn1cc(CN2CCN3C(=O)N(Cc4ccccn4)C[C@H]3C2)cn1
  KDM5B inh: -9%[86.2 µM]

> CNC(C)CC1CCCCC1 (configuration not stated)
  KDM5B inh: -1%

> C#C[C@H]1CN2CC[C@H]1C[C@@H]2CNC(=O)c1ccc2c(c1)OCO2
  KDM5B inh: -12%[86.2 µM]

> Oc1cc(Cl)cc(Cl)c1
  KDM5B inh: 3%

> O=CC(Cl)P(=O)(N1CCOCC1)N1CCOCC1 (configuration not stated)
  KDM5B inh: 20%

> N#Cc1cccc(NC(=O)NC[C@H]2C[C@@H]3CCN2C[C@@H]3CN2CCN(c3ccccn3)CC2)c1
  KDM5B inh: -9%

> Cc1nc(-c2ccco2)cc([C@H]2CN3CC[C@H]2C[C@@H]3CNC(=O)c2cccs2)n1
  KDM5B inh: ?

> Cc1nc(-c2ccc(F)cc2)cc([C@H]2CN3CC[C@H]2C[C@@H]3CNC(=O)NCc2ccccc2)n1
  KDM5B inh: -3%

> COc1ccccc1CNC(=O)[C@H]1CN2CC[C@H]1C[C@@H]2Cn1cc(-c2ccccn2)nn1
  KDM5B inh: -15%[86.2 µM]

> COc1ccc(S(=O)(=O)N2C[C@@H]3C[C@H](C2)c2c(-c4cccs4)ccc(=O)n2C3)cc1
  KDM5B inh: ?

> COc1ccc2c(c1)C1(CCN(C(=O)c3cccc(N(C)C)c3)C1)C(=O)N2C (configuration not stated)
  KDM5B inh: -1%

> COc1cc2c(cc1OCc1ccccc1)N(C(=O)c1c[nH]c3ccccc13)CC21CCN(C)CC1
  KDM5B inh: -10%

> CC(C)CC(=O)N1CC[C@@H]2COCCN(C)[C@@H]2C1
  KDM5B inh: -16%

> Cn1cc(C(=O)N2[C@H]3CC[C@@H]2c2cnc(-c4ccccc4)nc2C3)cn1
  KDM5B inh: -3%

> c1ccc(C2=NOC3(CCCN(Cc4ccsc4)C3)C2)nc1 (configuration not stated)
  KDM5B inh: 33%[149 µM]

> O=C(c1cccs1)N1[C@H]2CC[C@@H]1c1cnc(-c3ccc(F)cc3)nc1C2
  KDM5B inh: -11%

> Cc1cc(CN2CCC23Cc2ccccc2NC3=O)no1 (configuration not stated)
  KDM5B inh: 0%[86.2 µM]

> COCCNC(=O)[C@H]1CN2CC[C@H]1C[C@@H]2Cn1cc(CC2CCCCC2)nn1
  KDM5B inh: -5%[86.2 µM]

> Cc1cc(-c2cc3c(cn2)CN(CC(C)C)CCN3)ccn1
  KDM5B inh: ?

> CN1CCN(Cc2cccc(OC(F)F)c2)CC1CCO (configuration not stated)
  KDM5B inh: -22%

> O=S(=O)(c1cccs1)N1C[C@@H](c2ccc(F)cc2)[C@@H]2[C@H]1C1CCN2CC1
  KDM5B inh: -11%

> Cc1cc(CN2CCCC3(C2)NC(=O)c2ccccc2O3)no1 (configuration not stated)
  KDM5B inh: -1%[86.2 µM]

> O=C(Nc1nccs1)c1c(O)c2c(n(Cc3ccco3)c1=O)CCCC2
  KDM5B inh: ?

> COCCOCC(=O)N1[C@H]2CC[C@@H]1c1cnc(-c3ccc(F)cc3)nc1C2
  KDM5B inh: -21%

> CNC(=O)O/N=C/c1nn(C(=O)C(C)(C)C)cc1Br
  KDM5B inh: -4%

> O=C1N(c2ccccn2)C[C@H]2CN(CC3CC3)CCN12
  KDM5B inh: ?

> Nc1nc(N2CC3CCC(C2)N3CC(F)(F)F)c2[nH]cnc2n1
  KDM5B inh: 18%[149 µM]

> Cc1nc(-c2ccccc2Br)cc([C@H]2CN3CC[C@H]2C[C@@H]3CNC(=O)c2ccc(C(C)(C)C)cc2)n1
  KDM5B inh: -22%

> O=C(NC[C@H]1C[C@@H]2CCN1C[C@@H]2CN1CCCCC1)c1ccc(C(F)(F)F)cc1
  KDM5B inh: 2%[86.2 µM]

> CCc1ccc(-n2nc(C)c3c2NC(=O)CSC3c2ccc(OC)cc2OC)cc1 (configuration not stated)
  KDM5B inh: -21%

> CC(C)NC(=O)N1C[C@@H]2C[C@H](C1)c1c(-c3ccccc3F)ccc(=O)n1C2
  KDM5B inh: -9%[86.2 µM]

> CN(C)C(=O)Oc1ccnc2cc(Cl)ccc12
  KDM5B inh: 36%

> COCC1CN(Cc2ccncc2)CC12CCNCC2 (configuration not stated)
  KDM5B inh: ?

> CCC(C)NCCc1ccccc1 (configuration not stated)
  KDM5B inh: 16%

> O=c1[nH]c(=S)n(C2CC2)c(O)c1C=NCC1CCCO1 (configuration not stated)
  KDM5B inh: -6%

> FC(F)(F)CN1C2CCC1CN(c1ncnc3sc(Cl)nc13)C2
  KDM5B inh: -2%[115 µM]

> COc1ccc(-c2cn(C[C@H]3C[C@@H]4CCN3C[C@@H]4C(=O)NCc3ccccc3)nn2)cc1
  KDM5B inh: -13%[86.2 µM]

> O=C(C[N+]12CCC(CC1)C(CO)C2)c1ccc(Br)cc1 (configuration not stated)
  KDM5B inh: 31%

> O=C(c1ccc(F)cc1)N1C[C@@H]2C[C@H](C1)c1c(/C=C/c3ccc(Cl)cc3)ccc(=O)n1C2
  KDM5B inh: 32µM*

> Cc1ccc(OCCn2cccc2/C=C2/C(=O)NC(=O)N(Cc3ccco3)C2=O)cc1
  KDM5B inh: -41%

> COc1cc2c(cc1Oc1ccccc1)NC(=O)C21CCN(c2ncccn2)CC1
  KDM5B inh: ?

> CC(C)CCN1CCC2(CC1)CC(c1cccnc1)=NO2
  KDM5B inh: -15%&-6%[86.2 µM]

> CCC(C(=O)Nc1ccccc1F)N1C(=O)CN=C(c2ccccc2)c2ccccc21 (configuration not stated)
  KDM5B inh: -17%

> N#Cc1cc([N+](=O)[O-])ccc1NC(=O)c1cccn(Cc2cccc(F)c2)c1=O
  KDM5B inh: -29%

> CCOc1ccccc1CN1CCN(c2cccc(C)c2C)CC1
  KDM5B inh: -24%

> Cc1[nH]c2c(C)cccc2c1CCN
  KDM5B inh: 17%

> Nc1ccc(Cl)cc1C(=O)c1ccccc1F
  KDM5B inh: 7%

> Cc1ccc(CC(=O)N2CCN(C3CCN(Cc4cccnc4)C3=O)CC2)cc1 (configuration not stated)
  KDM5B inh: 455%[activator]

> COc1ccc(OC)c(S(=O)(=O)NC[C@H]2C[C@@H]3CCN2C[C@@H]3c2cc(-c3cccs3)nn2C)c1
  KDM5B inh: 14%

> Cc1nc(-c2ccccc2)cc([C@H]2CN3CC[C@H]2C[C@@H]3CNC(=O)NC(C)C)n1
  KDM5B inh: ?

# Reformatted: entries from further up
SMILES | KDM5B inh
COCc1cn(C[C@H]2C[C@@H]3CCN2C[C@@H]3C(=O)NCc2ccco2)nn1 | 1%[86.2 µM]
Cc1ccc(OCC(=O)N2CCN(Cc3ccc(=O)n(C)c3)CC2)cc1 | -13%
N#Cc1ccc(C(=O)N2C[C@@H]3C[C@H](C2)c2c(-c4ccccc4F)ccc(=O)n2C3)cc1 | ?
CC1CN(c2ccc([N+](=O)[O-])c(N3CCCCC3)c2)CCN1 (configuration not stated) | 5%
Cc1cnc(N2CC3CCC(C2)N3CC(F)(F)F)c([N+](=O)[O-])c1 | -7%[149 µM]
COCCOc1ccc2c(n1)CCNC2 | -25%
COc1ccc(-c2cn(C[C@H]3CC4CCN3C[C@@H]4C(=O)NC3CCCCC3)nn2)cc1 (some centres not stated) | 6%[86.2 µM]
CC(=O)N1C2CCC1CN(Cc1cccnc1)C2 | 26%[149 µM]
CN1C(=O)[C@H]2CN(Cc3ccsc3)C[C@H]2C1=O | -21%
CC(Cl)C(=O)NC1CCCCC1 (configuration not stated) | 27%
O=C1CO[C@H]2CN(Cc3ccccc3)C[C@H]2N1Cc1ccccn1 | -6%[86.2 µM]
COCC1CN(C(=O)N(C)C)CC12CCNCC2 (configuration not stated) | -22%
Cc1ccc(-n2c(O)c(/C=N/Nc3ccccc3)c(=O)[nH]c2=O)cc1C | 4%
FC(F)(F)CN1C2CCC1CN(c1cnc3ccccc3c1)C2 | 100µM*

# More compounds.
> N#Cc1ccc(Cn2cc(C(=O)C3CC3)c3ccccc32)cc1
  KDM5B inh: ?

> CC(C)NC(=O)NC[C@H]1C[C@@H]2CCN1C[C@@H]2CN1CCN(c2ncccn2)CC1
  KDM5B inh: 4%[86.2 µM]

> O=C1OCCC1Sc1ncccc1Cl (configuration not stated)
  KDM5B inh: 18%

> C/C(=C\c1ccc2c(c1)OCO2)[N+](=O)[O-]
  KDM5B inh: ?

> O=C(Nc1ccc(=O)n2c1[C@@H]1C[C@@H](CN(C(=O)NC3CCCCC3)C1)C2)c1ccco1
  KDM5B inh: 293%[activator][86.2 µM]

> c1ccc2c(CN3CCCCC3)c[nH]c2c1
  KDM5B inh: -22%

> CN(C)CCNc1ccc([N+](=O)[O-])c2cccnc12
  KDM5B inh: -12%

> O=C(NCc1cccnc1)[C@H]1CN2CCC1C[C@@H]2Cn1cc(-c2ccc(-c3ccccc3)cc2)nn1 (some centres not stated)
  KDM5B inh: -19%

> CC(C)CN1Cc2ccccc2-n2ccnc2C12CCN(C(=O)c1cccs1)CC2
  KDM5B inh: 3%

> CNC1CCOCC1
  KDM5B inh: 6%[287 µM]

> Cn1nc(C2CCCCC2)cc1[C@H]1CN2CC[C@H]1C[C@@H]2CNC(=O)c1cccs1
  KDM5B inh: 32%[86.2 µM]

> Fc1ccc(CC2CCOC3(CCNCC3)C2)cc1 (configuration not stated)
  KDM5B inh: 11%

> COCCN1CCOC[C@H]2CCNC[C@H]21
  KDM5B inh: 57%[activator]

> Cc1ccccc1NC(=O)c1cn(Cc2ccccc2)nn1
  KDM5B inh: 0%

> CC(C)CN1Cc2ccccc2-n2ccnc2C12CCN(C(=O)C(C)C)CC2
  KDM5B inh: 16%

> COc1ccc(NC(=O)N(Cc2ccc3c(c2)OCO3)C2CCN(Cc3ccccc3)CC2)cc1
  KDM5B inh: -1%

> O=C(C1CCCC1)N1[C@H]2CC[C@@H]1c1cnc(-c3ccc(F)cc3)nc1C2
  KDM5B inh: -3%

> COc1ccc(S(=O)(=O)N2[C@H]3CC[C@@H]2c2cncnc2C3)cc1
  KDM5B inh: 4%

> O=C1N(c2ccccn2)C[C@H]2CN(Cc3ccccc3)CCN12
  KDM5B inh: ?

> COc1ccc(CN(Cc2ccc(OC)cc2)C[C@H]2C[C@@H]3CCN2C[C@@H]3c2cc(C3CCCC3)nn2C)cc1
  KDM5B inh: -17%

> N#CC1c2ccccc2-n2nncc2CN1C(=O)c1ccc([N+](=O)[O-])o1 (configuration not stated)
  KDM5B inh: 6%

> Cc1ncc2c(n1)C[C@@H]1CC[C@H]2N1C(=O)CCCc1ccccc1
  KDM5B inh: -27%

> CCCCc1cn(C[C@H]2C[C@@H]3CCN2C[C@@H]3C(=O)NCCNC(C)=O)nn1
  KDM5B inh: -2%[86.2 µM]

> CC1=NOC2(CCN(Cc3ccc(F)cc3)C2)C1 (configuration not stated)
  KDM5B inh: -35%[86.2 µM]

> CC(C)(C)N1C(=O)NC(=O)/C(=C\c2ccc3c(c2)CCN3CCCCl)C1=O
  KDM5B inh: ?

> CCOc1cc2c(cc1OCC)-n1cccc1C(c1cccc(F)c1)NC2 (configuration not stated)
  KDM5B inh: -1%

# Compound activity as filed in PubChem BioAssay.
